Assay outcomes as filed in PubChem.
Tau fluor cs = counter-screen for tau fibril formation inhibitors | AID 1463 | Potency, µM (top dose mostly 57.7 µM), for inactives: at the top dose activity change, negative = decrease | tau K18 P301L Alexa594 fluorescence, heparin fibrillization | 280,000 compounds, 0.93% hits; further: nearly all actives have a fitted effect of over 55% in size
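Human tau K18 P301L (15 uM unlabeled, 0.24 uM Alexa 594-labeled) in 100 mM sodium acetate pH 7 with 20 uM heparin, 6 hr at 37 C. ThT 30 uM added, 1 hr ambient; Alexa 594 FP and total fluorescence read at 555/632 nm.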
ALDH1A1 inh = inhibitors of human aldehyde dehydrogenase 1A1. Purified ALDH1A1, NADH fluorescence, propionaldehyde substrate. Potency, µM (top dose mostly 75.3 µM), for inactives: top-dose activity, negative = inhibition, usual class: inhibitors. 220,000 compounds, 7.3% hits. AID 1030; active means well fitted inhibition curve with a large enough effect, not every such curve was filed as active; inconclusive means small, poorly fitted or top-dose-only effect, or another doubt; inactive means no such curve, though single readings can be large or run the other way;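 further: plate controls were no enzyme wells and a reference inhibitor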
TRb SRC2 PPI = TRbeta-SRC2 interaction inhibition; 280,000 compounds, 0.065% hits; AID 1469; Potency, µM (highest dose often 106 µM), without a hit: top-dose activity change, negative = inhibition, usual class: inhibitors; P10828; TRbeta-SRC2 peptide binding, fluorescence polarization; receptor liganded with 1 µM T3;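 further: plate controls were bound peptide for no effect and peptide without receptor for full effect; nearly all actives have a fitted effect of over 50% in size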
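Read-out is fluorescence polarization (555 nm excitation, 632 nm emission) of a Texas Red SRC2 coactivator peptide; loss of signal reflects blocked binding to human TRb ligand-binding domain in the presence of 1 uM T3.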
Tau fibril FP = blocks human tau fibril formation measured by polarization. P10636. K18 P301L tau heparin fibrillization, Alexa594 FP, 6 h. Potency, µM (titrated, usually from 57.7 µM), for inactives: top-dose activity, negative = inhibition, usual class: inhibitors. 280,000 compounds, 0.39% hits. AID 1468; further: nearly all actives have a fitted effect of over 55% in size
Target sequence (P10636 561-689 P618L limits assumed): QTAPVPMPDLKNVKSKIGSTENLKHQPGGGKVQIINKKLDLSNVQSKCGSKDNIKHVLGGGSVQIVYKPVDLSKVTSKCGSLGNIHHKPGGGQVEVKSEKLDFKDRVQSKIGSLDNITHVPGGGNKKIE
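FP of Alexa 594-tau after heparin (20 uM) induction. Substrate: human K18 P301L, 15 uM unlabeled, 0.24 uM labeled. Buffer 100 mM sodium acetate pH 7. 6 hr, 37 C.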
L3MBTL1 block = blocks human L3MBTL1 | 230,000 compounds, 0.66% hits | AlphaScreen L3MBTL1–H3K9me1 peptide binding | Potency, µM (series often up to 57.1 µM), inactives show at the top dose activity, negative = inhibition, hits mostly inhibitors; further: nearly all actives have a fitted effect of over 60% in size
Target sequence (Q9Y468 whole entry, looked up): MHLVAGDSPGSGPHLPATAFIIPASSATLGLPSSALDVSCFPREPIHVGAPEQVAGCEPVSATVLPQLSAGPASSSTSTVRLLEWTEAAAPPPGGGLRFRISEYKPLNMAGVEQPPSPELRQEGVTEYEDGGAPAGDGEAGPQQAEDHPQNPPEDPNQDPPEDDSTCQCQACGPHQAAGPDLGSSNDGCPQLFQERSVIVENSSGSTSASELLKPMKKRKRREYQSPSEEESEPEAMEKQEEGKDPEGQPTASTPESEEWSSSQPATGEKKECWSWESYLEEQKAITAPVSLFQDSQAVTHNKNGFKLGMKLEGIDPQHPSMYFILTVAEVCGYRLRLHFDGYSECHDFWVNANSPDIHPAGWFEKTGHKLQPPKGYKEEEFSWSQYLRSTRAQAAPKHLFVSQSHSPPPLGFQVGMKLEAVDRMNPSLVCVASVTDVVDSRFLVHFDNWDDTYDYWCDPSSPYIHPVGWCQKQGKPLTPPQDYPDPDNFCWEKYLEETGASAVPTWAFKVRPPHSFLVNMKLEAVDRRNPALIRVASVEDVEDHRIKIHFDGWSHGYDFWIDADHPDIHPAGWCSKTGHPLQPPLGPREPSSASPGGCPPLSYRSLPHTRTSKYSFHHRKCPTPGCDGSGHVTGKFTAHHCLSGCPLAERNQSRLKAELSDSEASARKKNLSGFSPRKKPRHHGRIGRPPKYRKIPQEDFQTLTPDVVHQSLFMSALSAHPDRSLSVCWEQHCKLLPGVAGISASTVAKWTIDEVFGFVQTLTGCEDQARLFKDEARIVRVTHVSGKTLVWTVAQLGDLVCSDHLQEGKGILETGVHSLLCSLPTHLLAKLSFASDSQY
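Displacement of a biotinylated histone H3(1-15) peptide monomethylated at Lys9 (75 nM) from L3MBTL1 (50 nM) was measured by AlphaScreen after a 30 min room-temperature compound incubation; cefsulodin titration served as intraplate control.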
GLA spleen mod = inhibits or activates alpha-galactosidase in human spleen homogenate; Potency, µM (doses to about 80 µM), for inactives: at the highest dose activity change, negative = inhibition, usual class: inhibitors; human spleen homogenate, 4MU-alpha-Gal fluorescence, 40 min; AID 2107; 240,000 compounds, 0.008% hits;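 further: 0% = enzyme with vehicle and -100% = no enzyme basal signal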
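Fluorogenic readout (Ex 365/Em 440 nm) of 4-methylumbelliferone released from 1 mM 4-MU-alpha-galactoside by spleen homogenate, 40 min at 37C, pH 5.0. Data normalized to no-enzyme and enzyme controls; Hill-equation AC50 from compound titrations.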
TexasRed fluor = alters Texas Red total fluorescence, flagging assay interference; 280,000 compounds, 0.29% hits; TRb/SRC2 Texas Red total fluorescence interference; Potency, µM (doses to about 106 µM), without a hit: at the highest dose fluorescence change, negative = quenching; AID 1479; active means well fitted curve in either direction with a large enough effect; inconclusive means small, poorly fitted or top-dose-only effect
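Flags fluorescent or light-absorbing compounds by total fluorescence, S + 2P, at 555 nm excitation and 632 nm emission. Mixture: 20 nM Texas Red SRC2 peptide, 0.6 uM human TRb LBD, 1 uM T3, 5% DMSO; compound exposure 5 h at ambient temperature.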
Tau ThT inhib = blocks human tau fibril formation measured by thioflavin T; Potency, µM (doses to about 57.4 µM), inactives show top-dose activity, negative = inhibition, actives largely listed as inhibitors; recombinant tau K18 P301L (four-repeat tau fragment), heparin-induced fibrillization, ThT fluorescence; 270,000 compounds, 2.1% hits; P10636; further: nearly all actives have a fitted effect of over 55% in size
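Heparin-induced fibrillization of the P301L-mutant K18 repeat-domain fragment of human tau was followed by ThT binding in quantitative high-throughput format.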
Numbers without * were called inactive; ? = inconclusive; . = not tested or not shown; [ ] = remark or other dose. Unless noted, the call rests on the fitted dose curve; in most records, active means well fitted curve in the direction sought with a large enough effect; inconclusive means small, poorly fitted or top-dose-only effect, or another doubt; inactive means no such curve, though single readings can be large; an effect the other way counts as inactive or inconclusive. Unless noted, on the % scale 0 is the no-effect control and ±100 the full control effect; potency means the concentration at half of the fitted maximal effect.

| Compound | TRb SRC2 PPI | GLA spleen mod | Tau fibril FP | L3MBTL1 block | Tau ThT inhib | ALDH1A1 inh | TexasRed fluor | Tau fluor cs |
| --- | --- | --- | --- | --- | --- | --- | --- | --- |
| Cc1ccc(C)n1-c1ncn[nH]1 | 10.0% | 1.9% | 2.3% | . | -0.7% | ? | -1.6% | -7.3% |
| COC(=O)c1ccc(OC(=O)CCc2cc(OC)c(OC)c(OC)c2)cc1 | 3.1% | 9.2% | 1.3% | . | ? | 4.9% | -2.0% | -14.8% |
| COc1ccc(NC(=O)CCCN2C(=O)CCC2=O)cc1Cl | 3.4% | -0.1% | -5.4% | . | -3.7% | 1.9% | -1.4% | 0.3% |
| COCCCNC(=O)/C=C1\Sc2ccccc2N(Cc2ccccc2F)C1=O | -2.8% | 5.5% | 10.1% | . | -6.9% | ? | -3.0% | -10.7% |
| CCN(CC)S(=O)(=O)c1cccc(C(=O)NC(C(=O)Nc2nnc(C3CC3)s2)C(C)C)c1 (stereo unspecified) | 9.1% | 3.5% | 3.4% | -8.4% | 12.7% | ? | -0.5% | 8.7% |
| O=C(Cn1cnc2cc([N+](=O)[O-])ccc2c1=O)Nc1ccc(Br)cc1 | -0.7% | 6.1% | 10.0% | 1.9% | -20.0% | . | -2.0% | -25.1% |
| Cc1ccc(OCC(=O)N/N=C/c2cccn2C)cc1C | 7.2% | -1.0% | 4.9% | -5.0% | ? | ? | 1.0% | -18.6% |
| O=C(CSc1ccccc1)NCc1ccco1 | -6.5% | -2.9% | -9.0% | -5.2% | -3.8% | 5.5% | 1.5% | -1.1% |
| CCOC(=O)C1=NN(C(=O)c2ccco2)C2(CC2)C1 | -4.4% | -4.1% | -3.3% | 3.4% | 10.5% | 6.0% | 2.3% | 10.8% |
| COc1ccc(CNC(=O)Cn2nc(N3CCN(c4ccccc4)CC3)ccc2=O)c(OC)c1 | -2.3% | . | 5.3% | . | ? | . | -0.6% | -14.0% |
| CC(O)c1cc2c(cc1NC(=O)c1cnn3c1NC(c1ccco1)CC3C(F)(F)F)OCO2 (stereo unspecified) | 3.6% | -8.9% | 6.3% | . | -5.1% | -4.4% | 6.7% | -1.2% |
| N#Cc1cc2c(nc1SCc1ccccc1)CCCC2=O | -16.7% | -4.5% | 1.1% | 34.2%[activator] | -11.3% | ? | -0.3% | -21.2% |
| O=C(CN1CCCCC1)Nc1cccc(Oc2ccccc2)c1 | -17.8% | 3.4% | -9.1% | . | 8.2% | 6.7% | 0.8% | -9.8% |
| CCOc1ccc(S(=O)(=O)Nc2ccc(S(=O)(=O)N3CCCCC3)cc2)cc1 | -0.2% | 5.0% | -9.4% | -2.4% | -8.4% | 2.24µM* | 1.1% | ? |
| CN(Cc1cc2ccccc2[nH]c1=O)C(=O)c1cccs1 | -6.3% | -0.1% | -8.7% | . | -4.4% | ? | -2.2% | -5.9% |
| CCc1ccc(NC(=O)Cn2cc(S(=O)(=O)N3CCCC3)c(S(=O)(=O)N3CCCC3)c2)cc1 | 6.7% | . | -10.1% | . | 2.8% | . | -6.4% | -11.9% |
| CCOC(=O)C(NC(C)=O)(Nc1ccc(S(=O)(=O)Nc2onc(C)c2C)cc1)C(F)(F)F (stereo unspecified) | -2.3% | -3.9% | -7.0% | . | ? | 11.6% | -4.5% | -12.3% |
| CCNCc1ccc(OCc2ccccc2F)c(OC)c1 | -5.8% | -3.6% | 2.1% | 6.9% | -6.3% | 10.8% | 0.7% | -1.0% |
| Cc1oc(C)c2c(=O)cc(-c3ccc4c(c3)OCO4)cc(OC(=O)c3ccccc3Cl)c12 | -4.8% | . | -9.3% | . | ? | . | 8.7% | ? |
| CCCS(=O)(=O)N1CCN=C1SCc1cccnc1 | -8.9% | -11.3% | -5.6% | . | -8.0% | ? | 0.6% | -5.4% |

| Compound | TRb SRC2 PPI | GLA spleen mod | Tau fibril FP | L3MBTL1 block | Tau ThT inhib | ALDH1A1 inh | TexasRed fluor | Tau fluor cs |
| --- | --- | --- | --- | --- | --- | --- | --- | --- |
| COC(=O)c1ccc(NC(=O)Nc2ccc(C)cc2)cc1 | -3.2% | 2.7% | -11.4% | . | ? | 18.1% | -2.2% | ? |
| COC(C(=O)N/N=C(\C)CC(=O)Nc1ccc(Cl)cc1C)c1ccccc1 (stereo unspecified) | 8.7%[53 µM] | 4.0% | -2.0% | 2.9% | -10.2% | 0.7% | -0.5%[53 µM] | -9.8% |
| C/C(=N\NC(=O)C(N)=O)c1ccc(OC(F)F)cc1 | 3.2% | 5.4% | 0.9% | 10.3% | -7.8% | 1.4% | 0.7% | 3.1% |
| COc1ccc(-n2c(SCC(=O)c3ccc(Cl)cc3)nc3c([nH]c4ccccc43)c2=O)cc1 | -1.7% | . | -4.4% | . | -3.9% | . | -9.2% | -6.8% |
| COc1ccc(S(=O)(=O)CC2(O)CCN(C(=O)C(C)(C)C)CC2)cc1 | 0.7% | -8.8% | -2.3% | 16.6% | 3.7% | -2.1% | 2.0% | 11.2% |
| S=c1nccc(-c2ccc(Cl)cc2)[nH]1 | -2.9% | 7.9% | ? | 0.7% | ? | -5.9% | -6.9% | -22.7% |
| Cc1ccc(C)c(NNC(N)=S)c1 | -5.1% | -0.9% | -15.0% | 5.0% | -16.5% | 12.6µM* | -1.4% | -3.4% |
| O=C(NCCc1csc(-c2cccnc2)n1)c1c(F)cccc1F | -1.5% | 8.5% | 1.3% | -16.9% | -2.6% | . | 1.5% | 1.5% |
| O=C(C1=C[C@@H](C2CCCCC2)C[C@@H](OCCCCO)O1)N1CCN(Cc2ccccc2)CC1 | -8.2% | -9.5% | 8.1% | -1.9% | ? | 15.8µM* | -3.7% | -10.0% |
| O=C(/C=C/c1ccccc1)c1ccoc1 | -8.2% | 0.4% | 8.8% | -3.5% | ? | 2.7% | -2.7% | -5.6% |
| CCCC(c1nnnn1CCOC)N1CCN(C(=O)c2ccco2)CC1 (stereo unspecified) | 1.9% | -0.2% | -2.4% | 11.3% | -15.0% | ? | -1.1% | -9.3% |
| Cc1ccccc1N1C(=O)CC1(C#N)c1ccc(OCc2ccccc2)cc1 (stereo unspecified) | 0.5% | 1.9% | 1.7% | 7.0% | -9.4% | 1.9% | -1.9% | -16.5% |
| CC(=O)c1cccc(NC(=O)CN(c2cc(C)cc(C)c2)S(=O)(=O)c2c(C)noc2C)c1 | 1.9% | . | ? | . | 2.0% | . | -1.6% | ? |
| O=C(NCCO)/C(=C\c1cccc([N+](=O)[O-])c1)NC(=O)c1ccco1 | -6.9% | 0.5% | -6.7% | 5.1% | -4.5% | 3.6% | -5.6% | -5.0% |
| CC(C)CC(=O)N1CCN(Cc2cccc(F)c2)CC1 | 0.3% | 9.5% | 2.0% | -1.5% | -4.2% | -3.2% | 0.6% | -0.1% |
| O=[N+]([O-])c1ccc(N2CCN(C(=S)Nc3ccc(F)cc3)CC2)cc1 | 0.1% | -5.7% | -12.4% | . | ? | ? | -6.6% | ? |
| Clc1ccc(-c2onc3c2CCCC3)cc1 | -12.6% | -5.0% | 7.3% | . | -9.3% | -13.5% | 0.4% | -5.8% |
| CC1CCC/C(=N\NS(=O)(=O)c2ccccc2)C1 (stereo unspecified) | -4.3% | -4.0% | 2.7% | -2.7% | -8.5% | . | -2.3% | 3.7% |
| COc1ccc(N2CC(C(=O)OCC(=O)c3cccc(OC)c3)CC2=O)cc1 (stereo unspecified) | -9.5% | -2.0% | 5.1% | -2.5% | -15.0% | . | -1.3% | -15.6% |
| Cc1nc2cc(C(=O)NCCC3=CCCCC3)ccc2n1-c1ccc(Br)cc1 | -8.0% | . | 2.2% | . | ? | . | -3.2% | -3.8% |

Overlap with the part before: two entries; new compounds follow.
| Compound | TRb SRC2 PPI | GLA spleen mod | Tau fibril FP | L3MBTL1 block | Tau ThT inhib | ALDH1A1 inh | TexasRed fluor | Tau fluor cs |
| --- | --- | --- | --- | --- | --- | --- | --- | --- |
| COc1ccc(N2CC(C(=O)OCC(=O)c3cccc(OC)c3)CC2=O)cc1 (stereo unspecified) | -9.5% | -2.0% | 5.1% | -2.5% | -15.0% | . | -1.3% | -15.6% |
| Cc1nc2cc(C(=O)NCCC3=CCCCC3)ccc2n1-c1ccc(Br)cc1 | -8.0% | . | 2.2% | . | ? | . | -3.2% | -3.8% |
| Cc1c(C(=O)NC2CCCCC2)oc2c1C(=O)CC(C)(C)C2 | -8.7% | 6.5% | -6.0% | -0.3% | -1.7% | ? | 0.2% | -2.0% |
| Cc1c(C#N)c2ccccc2n1CCOc1ccccc1F | 7.4% | 0.9% | -11.4% | 11.5% | -6.4% | 2.4% | 1.9% | ? |
| COc1cccc(NC(=O)N2CCCC2C(=O)NCc2ccccc2)c1 (stereo unspecified) | 7.6% | -18.4% | -4.9% | . | -3.3% | -10.6% | 0.1% | -8.2% |
| COc1ccc(NC(=O)C23CC4CC(C2)CC(n2cnc(Br)n2)(C4)C3)cc1Cl | 1.4% | -5.3% | -0.9% | . | -10.1% | 0.2% | 3.6% | -28.2% |
| CCOc1ccc(NC(=O)c2cc3c(-c4ccccc4F)nn(C)c3s2)cc1 | 0.2% | . | ? | . | ? | . | -0.5% | ? |
| Cc1ccc2[nH]nc(C(=O)N3CCCC(C(=O)c4ccc(Cl)cc4)C3)c2c1 (stereo unspecified) | -3.7% | 4.0% | -5.6% | -4.1% | ? | -9.7% | 1.6% | ? |
| CCn1cc(C2C(C(=O)Nc3ccc(Br)cn3)=C(C)NC3=C2C(=O)CCC3)c(C)n1 (stereo unspecified) | -8.5% | 6.8% | 1.9% | 13.1% | 1.6% | ? | -1.6% | 5.0% |
| Fc1ccc(C2CCCN2Cc2nc(Cc3ccccc3)no2)cc1 (stereo unspecified) | 1.7% | 11.6% | 4.1% | 31.7%[activator] | -9.4% | -5.3% | -5.4% | -12.2% |
| CC(=O)c1c(C)oc2ccc(N(C(=O)c3ccncc3)S(=O)(=O)c3ccc(F)cc3C)cc12 | 7.1% | . | 9.7% | . | ? | . | 7.1% | -6.9% |
| CCOC(=O)CNC(=O)O[C@@H]1Cc2cc(OC)ccc2O[C@H]1c1cccc(OC)c1 | -3.6% | 12.7% | -0.6% | . | 0.4% | 4.7% | -1.4% | -0.4% |
| CCN1C(=O)/C(=C/N2CCc3ccccc3C2)SC1=S | -5.7% | -12.6% | 6.3% | 24.9% | ? | . | -5.0% | ? |
| O=C1OCC2=C1C(c1ccc(F)cc1)Sc1ccccc1N2 (stereo unspecified) | -19.1% | -1.0% | -9.5% | . | 10.4% | -0.7% | 0.9% | ? |
